Nrf2 ARE act: qHTS of Nrf2 Activators. AREc32 ARE-luciferase reporter (MCF7-derived line), luminescence, 24 h. Potency, µM (highest dose often 46.1 µM), for inactives: top-dose activation, most hits filed as activators. actives 0.31% (n = 410,000); also: % of control where 0% means no effect; nearly all actives have a fitted effect of over 65% in size
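For detection, Steady-Glo was added and plates sat 30 min at RT; before that, AREc32_Fluc cells grown overnight in OPTI-MEM/5% FBS had been treated with 23 nL compound for 24 hr at 37 deg C.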
EPAC2 antag: qHTS for Antagonist of cAMP-regulated guanine nucleotide exchange factor 2 (EPAC2): primary screen. EPAC2 GEF exchange of Rap1B-BODIPY-GDP, fluorescence. Potency, µM (titrated, usually from 114 µM), for inactives: top-dose activity, negative = inhibition, actives largely listed as inhibitors. actives 0.18% (n = 360,000). Rap guanine nucleotide exchange factor 4 (Homo sapiens), Q8WZA2; also: % is scaled to controls: 0 for no effect and ±100 for the full control effect; nearly all actives have a fitted effect of over 45% in size; many of its hits are not listed in these tables
Target sequence (Q8WZA2 whole entry, looked up): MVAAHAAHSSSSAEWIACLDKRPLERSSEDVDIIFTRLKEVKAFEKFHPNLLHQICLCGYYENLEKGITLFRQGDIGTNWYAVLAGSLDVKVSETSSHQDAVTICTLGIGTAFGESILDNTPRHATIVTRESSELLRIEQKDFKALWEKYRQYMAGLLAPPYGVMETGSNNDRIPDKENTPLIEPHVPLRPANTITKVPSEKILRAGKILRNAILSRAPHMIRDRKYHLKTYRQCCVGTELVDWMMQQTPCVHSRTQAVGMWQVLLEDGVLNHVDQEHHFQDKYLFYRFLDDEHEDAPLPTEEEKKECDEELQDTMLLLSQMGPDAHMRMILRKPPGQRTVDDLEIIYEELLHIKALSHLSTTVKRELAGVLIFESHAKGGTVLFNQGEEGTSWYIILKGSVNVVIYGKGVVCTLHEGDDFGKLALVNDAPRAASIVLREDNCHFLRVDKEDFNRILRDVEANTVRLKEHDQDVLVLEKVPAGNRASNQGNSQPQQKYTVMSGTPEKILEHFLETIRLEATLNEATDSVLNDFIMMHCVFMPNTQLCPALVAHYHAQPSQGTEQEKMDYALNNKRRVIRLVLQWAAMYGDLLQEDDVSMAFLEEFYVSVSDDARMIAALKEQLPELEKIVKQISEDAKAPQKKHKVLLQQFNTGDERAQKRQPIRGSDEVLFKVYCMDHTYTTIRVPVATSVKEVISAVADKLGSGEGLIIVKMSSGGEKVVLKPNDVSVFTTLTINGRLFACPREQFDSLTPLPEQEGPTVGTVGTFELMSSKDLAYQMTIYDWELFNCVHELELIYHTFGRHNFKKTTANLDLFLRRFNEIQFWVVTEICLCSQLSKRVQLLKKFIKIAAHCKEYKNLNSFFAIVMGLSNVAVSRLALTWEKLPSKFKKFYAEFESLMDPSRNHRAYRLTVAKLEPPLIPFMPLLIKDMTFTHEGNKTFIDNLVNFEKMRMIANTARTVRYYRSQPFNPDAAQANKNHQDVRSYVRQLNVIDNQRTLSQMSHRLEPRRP
TGFb SMAD3 inh: qHTS for Inhibitors of TGF-b | HepG2 CAGA-GFP TGF-b/SMAD3 reporter, GFP fluorescence, 18 h; TGF-beta stimulated, 500 pg/mL final | Potency, µM (top dose mostly 46.1 µM), for the others: at the top dose activity, negative = inhibition, usual class: inhibitors | actives 1.2% (n = 410,000) | AID 588855, 2011; also: % is scaled to controls: 0 for no effect and ±100 for the full control effect; nearly all actives have a fitted effect of over 65% in size
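TGF-beta reporter screen: HEPG2 CAGA-GFP, 1% FBS, 500 pg/mL TGF-beta final, 18 h; per-cell GFP summed per well; curves fitted and categorized by class.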
ATXN2 expr inh: Primary qHTS for Inhibitors of ATXN expression. AID 1745845, 2022. actives 0.72% (n = 360,000). HEK-293 ATXN2-luciferase reporter, luminescence, 24 h. Potency, µM (top dose mostly 57 µM), inactives show top-dose activity change, negative = inhibition, hits mostly inhibitors; also: % is scaled to controls: 0 for no effect and ±100 for the full control effect; nearly all actives have a fitted effect of over 55% in size
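ATXN2-luciferase reporter cells (luciferase flanked by upstream and downstream ATXN2 gene portions) were treated 24 h at 37 °C with compounds at up to 57 uM. SteadyGlo luminescence gave expression; GF-AFC fluorescence gave viability.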
MCF10A rereplic: A quantitative high throughput screen for small molecules that induce DNA re-replication in MCF 10a normal breast cells; MCF 10A DNA re-replication, Hoechst nuclear intensity, 48 h; Potency, µM (series often up to 46.1 µM), inactives show top-dose activity, positive = re-replication, actives largely listed as activators; actives 2.9% (n = 350,000); AID 624296, 2012; also: % of control where 0% means no effect; nearly all actives have a fitted effect of over 50% in size
Nrf2 inh: Nrf2 qHTS screen for inhibitors | A549 ARE-Fluc reporter, luciferase luminescence, 18-24 h | Potency, µM (doses to about 46 µM), for the others: top-dose activity change, negative = inhibition, most hits filed as inhibitors | actives 2.1% (n = 360,000); also: % is scaled to controls: 0 for no effect and ±100 for the full control effect; nearly all actives have a fitted effect of over 60% in size
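Nrf2 activity is the BugLite luminescence, read 15 min after reagent at room temperature, following CellTiter-Fluor cytotoxicity readout (30 min, 37C). Compound titrations were applied for 18-24 h to 5000 A549 ARE_Fluc cells/well in 5% FBS OPTI-MEM.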
ATXN viability: Viability Counterscreen for Primary qHTS for Inhibitors of ATXN expression. S2 cells (HEK-293 line with an ATXN2-luciferase reporter) viability, CellTiter-Fluor protease fluorescence, 24 h. Potency, µM (top dose mostly 56.7 µM), hits mostly cytotoxic. actives 0.49% (n = 400,000). AID 651635, 2014; also: nearly all actives have a fitted effect of over 40% in size
A549 viability: Nrf2 qHTS screen for inhibitors: counterscreen for cytotoxicity; actives 0.16% (n = 390,000); Potency, µM (doses to about 46 µM), inactives show top-dose activity change, negative = cytotoxicity, actives largely listed as inhibitors; AID 504648, 2011; A549 ARE-Fluc cells, CellTiter-Fluor viability, 18-24 h; also: % is scaled to controls: 0 for no effect and ±100 for the full control effect
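A549 ARE_Fluc cells in 5% FBS OPTI-MEM were exposed to compounds in concentration-response for 18-24 h at 37 deg C. Viability was read by CellTiter-Fluor fluorescence (Ex 405/Em 525) after 30 min, before the luciferase read.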
HepG2 tox: qHTS for Inhibitors of TGF-b: Cytotox Counterscreen. actives 0.76% (n = 410,000). Potency, µM (top dose mostly 46.1 µM), for the others: at the top dose activity change, negative = cytotoxicity, hits mostly cytotoxic. HepG2 CAGA-GFP viability, ATP luminescence, 18 h; also: some results filed as inactive show a strong effect at the top dose
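HepG2 CAGA-GFP cells (1000/well, DMEM with 1% FBS) received compound, then TGF-beta at 500 pg/mL final, and were incubated 18 hours at 37 degrees C. Viability was read by CellTiter-Glo luminescence. Media-only wells were set as complete cell-killing and DMSO as no toxicity.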
* marks the source's active call; other numbers are inactive results; i = inactive; ? = inconclusive; . = no result given; [ ] = another dose, or the depositor's remark. Calls follow the shape of the dose curve; as a rule, active = well fitted curve in the direction sought with a large enough effect; inconclusive = small, poorly fitted or top-dose-only effect, or another doubt; inactive = no such curve, though single readings can be large; an effect the other way counts as inactive or inconclusive. Potency is read from the fitted curve at half-maximal effect.

The opening 4 compounds, to show the layout:
The line under a structure holds: Nrf2 ARE act	EPAC2 antag	TGFb SMAD3 inh	ATXN2 expr inh	MCF10A rereplic	Nrf2 inh	ATXN viability	A549 viability	HepG2 tox
1. Cc1ccnc(NC(=O)c2cccc(S(=O)(=O)N3CCCc4ccccc43)c2)c1
→ 5.7%	-0.8%	-37.1%	10.0%	?	12.6%	?	-0.5%	-4.7%
2. CCc1ccc(-n2nc3ccc(NC(=O)c4ccc(C#N)cc4F)cc3n2)cc1
→ 0.2%	.	4.3%	7.6%	.	8.6%	i	-0.4%	3.2%
3. COC(=O)Nc1ccc(S(=O)(=O)N2CCN(c3ccc(F)cc3)CC2)cc1
→ 0.6%	-6.4%	-4.8%	0.9%	2.4%	?	i	-7.8%	3.8%
4. Cc1nnc(SCC(=O)NC(=O)NCc2ccco2)n1Cc1ccccc1
→ -0.4%	3.6%	3.3%	-1.9%	1.4%	.	i	-2.5%	1.6%

All compounds of this part, previewed entries included:
The line under a structure holds: Nrf2 ARE act	EPAC2 antag	TGFb SMAD3 inh	ATXN2 expr inh	MCF10A rereplic	Nrf2 inh	ATXN viability	A549 viability	HepG2 tox
1. Cc1ccnc(NC(=O)c2cccc(S(=O)(=O)N3CCCc4ccccc43)c2)c1
→ 5.7%	-0.8%	-37.1%	10.0%	?	12.6%	?	-0.5%	-4.7%
2. CCc1ccc(-n2nc3ccc(NC(=O)c4ccc(C#N)cc4F)cc3n2)cc1
→ 0.2%	.	4.3%	7.6%	.	8.6%	i	-0.4%	3.2%
3. COC(=O)Nc1ccc(S(=O)(=O)N2CCN(c3ccc(F)cc3)CC2)cc1
→ 0.6%	-6.4%	-4.8%	0.9%	2.4%	?	i	-7.8%	3.8%
4. Cc1nnc(SCC(=O)NC(=O)NCc2ccco2)n1Cc1ccccc1
→ -0.4%	3.6%	3.3%	-1.9%	1.4%	.	i	-2.5%	1.6%
5. Cc1ncoc1C(=O)N1CCCC(C(=O)c2ccc(Oc3ccccc3)cc2)C1 (centres undefined)
→ 0.1%	2.7%	-18.7%	-16.2%	17.3%	-13.4%	i	2.6%	-115.7%
6. Brc1ccc(C2Nc3cccc4cccc(c34)N2)s1
→ 2.9%	-7.0%	4.9%	3.7%	-0.5%	-3.9%	i	-7.6%	-8.5%
7. CN1CCN(c2ncc3c(n2)CCN(Cc2cc(Br)cs2)C3)CC1
→ 3.7%	.	20.3%	-10.6%	.	.	?	2.4%	-17.7%
8. COc1ccccc1C1CC(c2ccc(Br)cc2)=NN1C(=O)c1cccnc1 (centres undefined)
→ 6.2%	-16.1%	-68.6%	?	?	?	?	-7.1%	18.2%
9. O=C(CN1CCOCC1)Nc1nc2ccc([N+](=O)[O-])cc2s1
→ 2.8%	-6.6%	-0.3%	-3.7%	1.4%	?	i	1.2%	-25.8%
10. CCOC(=O)c1ccc(NC(=O)CN2c3ccccc3S(=O)(=O)c3ccccc32)cc1
→ 0.5%	.	11.2µM*	?	.	20.8%	?	1.1%	-0.5%
11. O=C(N/N=C/c1ccccc1C(=O)O)c1cccc(S(=O)(=O)N2CCOCC2)c1
→ 0.8%	6.7%	4.1%	-17.3%	12.4%	8.7%	i	-6.0%	5.7%
12. C[C@H](CO)N1C[C@H](C)[C@@H](CN(C)C)Oc2c(NS(=O)(=O)c3ccc(F)cc3)cccc2C1=O
→ 0.5%	-4.9%	-12.0%	4.2%	-11.7%	7.1%	i	2.6%	1.9%
13. Cc1ccc(C(=O)N=c2sccn2C)cc1C
→ -0.2%	-9.8%	13.7%	26.9%	0.5%	?	i	4.2%	-30.6%
14. Cc1ccc(C(=O)N2[C@@H]3CN(C)C(=O)[C@@]2(Cc2ccccc2)[C@H]2C(=O)N(Cc4ccccc4)C(=O)[C@@H]32)cc1
→ -0.8%	0.3%	-0.3%	-7.7%	3.2%	9.9%	i	-8.7%	-7.8%
15. N#Cc1cccc(NC(=O)CCNC(=O)c2ccccc2Cl)c1
→ -1.0%	0.9%	3.9%	.	-0.9%	-11.0%	i	7.6%	14.7%
16. Cc1ccc2nc3n(c(=O)c2c1)CCC3
→ -0.2%	-3.3%	-2.7%	0.7%	2.9%	9.6%	i	0.6%	-5.6%
17. COc1ccc(Cl)cc1Nc1nc(C)cc(=O)[nH]1
→ 5.8%	8.6%	13.3%	8.3%	0.3%	.	i	-1.1%	28.2%
18. COCCN(C(=O)COC(=O)/C=C/c1ccc(OC)c(OC)c1)c1c(N)n(Cc2ccccc2)c(=O)[nH]c1=O
→ 0.2%	31.8%[activator]	4.9%	0.4%	-3.5%	-1.1%	i	0.4%	-0.3%
19. Cc1ccccc1C(=O)N1N=C(c2ccc(NS(C)(=O)=O)cc2)CC1c1cccs1 (centres undefined)
→ 4.5%	2.6%	17.4%	-6.1%	1.3%	-24.8%	i	-5.9%	1.8%
20. COc1ccc(C(=O)CSc2nnc(CNc3nc(-c4ccccc4)cs3)n2C)cc1
→ 3.3%	-3.6%	-18.3%	-12.7%	3.9%	.	i	-0.5%	-3.0%
21. Cn1c(CCc2nc3ccccc3[nH]2)n[nH]c1=S
→ -0.2%	1.1%	3.1%	-16.3%	-4.6%	-9.7%	i	0.3%	-4.7%
22. Cc1ccc(-n2cnc3cc(NCc4cccs4)ccc32)cc1
→ 1.9%	-12.9%	?	53.4%[activator]	13.0%	20.7%	i	-18.1%	-17.1%
23. Cc1ccc(C2CCN(C(=S)NC3CCCCC3)C2)cc1 (centres undefined)
→ 0.4%	-2.6%	?	-8.3%	?	-2.7%	i	1.5%	-7.7%
24. CCOc1ccc(C(C(=O)NCC2CCCO2)N(C(=O)c2snc(C(N)=O)c2N)c2ccccc2F)cc1 (centres undefined)
→ -0.7%	-26.4%	32.1%[activator]	-14.8%	?	-22.5%	?	-2.8%	7.8%
25. Cc1cccc(N(Cc2cc3ccccc3[nH]c2=O)S(=O)(=O)c2ccccc2)c1
→ 2.5%	-13.6%	15.9%	-2.1%	4.5%	2.1%	i	8.2%	1.8%
26. O=C(NCC(c1cccs1)N1CCOCC1)c1ccccc1NS(=O)(=O)c1cccc([N+](=O)[O-])c1 (centres undefined)
→ 3.1%	-6.4%	?	.	-9.7%	20.6µM*	i	?	-20.1%
27. COCC1CCN(C(=O)c2cc(COc3ccc4c(c3)CCCC4)on2)C1 (centres undefined)
→ 2.7%	-16.0%	0.0%	6.6%	21.1%	11.1%	i	0.7%	-29.9%
28. COCCNC(=O)C1(C)CCN(C(=O)c2cccnc2Oc2ccccc2)C1 (centres undefined)
→ 0.0%[9.22 µM]	-4.8%	18.1%	12.6%	.	.	i	.	4.5%
29. Cc1ccc(NC(=O)CSc2nc(O)c(Cc3ccccc3)c(=O)n2-c2ccccc2)cc1
→ -0.8%	-9.4%	?	-3.4%	1.7%	9.2%	i	2.1%	2.3%
30. Cc1ccc(-c2nc3ccc(C)cn3c2Cc2ccccc2C(F)(F)F)cc1
→ -0.6%	?	?	-31.6%	.	.	?	.	-82.8%
31. Cc1cccc(-n2ncc3c(NCCCO)ncnc32)c1
→ 0.2%	-3.7%	2.2%	37.7%[activator]	0.2%	16.4%	i	1.1%	2.6%
32. Cc1ccc(/C=C/C(=O)NCC2COc3ccccc3O2)o1 (centres undefined)
→ ?	-2.2%	?	-21.8%[11.3 µM]	?	17.0%	i	2.5%	5.3%
33. Cc1ccc(N2C(=O)N3[C@H](c4cccc(C)c4)[C@@H]4C(=O)N(Cc5ccccc5)C(=O)[C@@H]4[C@]3(C)C2=O)cc1
→ 0.3%	0.0%	6.4%	4.4%	0.0%	-8.1%	i	-14.3%	3.9%
34. COc1ccc(NC(=S)N2CCN(CCN=CC3=C(O)CC(c4ccccc4)CC3=O)CC2)cc1 (centres undefined)
→ 0.3%	-5.1%	-4.2%	-21.2%	12.7%	-0.3%	i	8.2%	-10.1%
35. C=CCN(C(=O)CNC(=O)c1ccco1)C(C(=O)NC1CCCCC1)c1ccccc1 (centres undefined)
→ 0.3%	5.0%	2.0%	-6.0%	11.6%	1.3%	i	1.3%	14.2%
36. O=C(NC1CCCCC1)c1cccc(N2C(=O)CCC2=O)c1
→ -0.4%	7.5%	-2.3%	6.0%	-13.8%	-6.4%	i	1.3%	10.7%
37. Nc1ccc(C#Cc2c(-c3ccsc3)oc3ccc(N4CCOCC4)cc23)cc1
→ 20.1%	2.5%	?	12.9%	13µM*	?	i	-0.9%	-20.0%
38. Cc1ccc(C2(C)NC(=O)N(CC(=O)NCc3ccccc3Cl)C2=O)cc1 (centres undefined)
→ -0.3%	1.7%	4.4%	-1.7%	5.8%	-2.1%	i	-3.4%	10.3%
39. CC1(C(=O)NCC2CCOCC2)Cc2c(-c3cccc(C(F)(F)F)c3)ccnc2O1 (centres undefined)
→ -0.5%	-7.0%	?	-16.8%	.	.	i	.	-19.9%
40. Cn1nnc(NC(=O)c2cccc([N+](=O)[O-])c2)n1
→ -0.8%	-3.0%	-12.9%	.	0.3%	-1.6%	i	-2.5%	3.9%
41. Cc1cc(C)n(CCCC(=O)O)n1
→ 0.1%	-5.4%	14.4%	-26.6%[11.3 µM]	-3.0%	-0.8%	i	1.5%	-15.1%

In another format: results already given
entry	mol	Nrf2 ARE act	EPAC2 antag	TGFb SMAD3 inh	ATXN2 expr inh	MCF10A rereplic	Nrf2 inh	ATXN viability	A549 viability	HepG2 tox
33	Cc1ccc(N2C(=O)N3[C@H](c4cccc(C)c4)[C@@H]4C(=O)N(Cc5ccccc5)C(=O)[C@@H]4[C@]3(C)C2=O)cc1	0.3%	0.0%	6.4%	4.4%	0.0%	-8.1%	i	-14.3%	3.9%
37	Nc1ccc(C#Cc2c(-c3ccsc3)oc3ccc(N4CCOCC4)cc23)cc1	20.1%	2.5%	?	12.9%	13µM*	?	i	-0.9%	-20.0%

Compound activity deposited in PubChem BioAssay by National Center for Advancing Translational Sciences (NCATS).

Not all compounds are listed; count on the stated rates, not on these rows.
